Assay outcomes (PubChem)
ARNT-TACC3 inh – ARNT/TACC3 interaction disruption. AID 623870. inhibition, % at 9.99 µM. AlphaScreen His-ARNT PAS-B/GST-TACC3 binding, luminescence; TACC3 fragment carries E629A point mutation. 390,000 tested, 0.66% active;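 active = mean inhibition of replicates at least 50% and at least half of replicates each reaching 50%; inconclusive = half or more replicates reach 50% but mean below 50%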;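 note: 0% = complete ARNT plus TACC3 wells and 100% = ARNT alone without TACC3; many hits fall short of the cut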
F508del corr – correctors of CFTR F508del function in bronchial epithelial cells; CFBE cells, YFP halide quenching; stimulated with forskolin plus potentiator P3; % fluorescence drop versus neutral controls; activity (quench increase), % at 7.58 µM; 350,000 tested, 0.36% active;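 active = mean added fluorescence quench of at least 8% versus neutral control, with both replicates also reaching 8%; inconclusive = only one of the mean or replicate conditions met; inactive = mean below 8% and not both replicates reaching 8%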;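 note: cells transiently co-express mutant CFTR-F508del with the halide-sensitive YFP; corrector assay measuring rescue of mutant channel to the surface after 24 h compound exposure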
RAD54 inh – RAD54 (human) branch migration inhibition; Q92698; RAD54 Holliday junction branch migration, FAM/BHQ fluorescence; inhibition, % at 10.4 µM; 360,000 tested, 0.14% active;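 active = mean normalized replicate activity at least 40 and at least half of replicates scoring 40 or more; inconclusive = only one of the two criteria met; inactive = mean below 40 and under half of replicates reaching 40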;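 note: 0% = median of neutral control wells and 100% = median of positive control wells; inhibitors cause a drop in the FAM fluorescence signal; in these data hits start at about 50%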
RAD52 anneal inh – inhibitors of human RAD52 DNA annealing; P43351; recombinant RAD52 DNA annealing, FRET fluorescence; inhibition, % at 18.7 µM; 360,000 tested, 0.46% active; AID 651710;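 active = every replicate showing at least 50% inhibition; inconclusive = mean inhibition at least 50% but not in every replicate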
Xi reactivation – X-chromosome reactivation activator. 360,000 tested, 0.055% active. XiGFP mouse fibroblasts, % GFP-positive cells imaging, 3 d; cells co-treated with 5-aza-dC sensitizer; scaled so ellipticine positive control = 100%. AID 743238. activation, % at 7.58 µM;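 active = mean normalized replicate activation at least 10% and every replicate at or above 10%; inconclusive = only one of the two criteria met; inactive = mean below 10% and not all replicates reach 10%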;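 note: 0% = median of on-plate neutral control wells and 100% = ellipticine 6 µM median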
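material = 68-5-11 XiGFP fibroblast line | medium = DMEM plus 5-aza-dC sensitizer | schedule = 3 days compound exposure | benchmarks = positive control ellipticine, 6 µM final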
GSIS activator – primary screen for activators of insulin secretion dependent on glucose, INS-1E cells, GLuc reporter luminescence | activation, % at 16.6 µM | INS-1E GLuc reporter insulin secretion, 2-3 h | 370,000 tested, 0.61% active;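 active = lowest replicate activation of at least 40%, so every replicate reaches that level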;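 note: 0% = median of neutral control wells and 100% = median of IBMX positive control wells; some compounds called inactive have numbers as strong as hits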
ERAP1 inh – inhibitors of human ERAP1 aminopeptidase. 340,000 tested, 0.15% active. recombinant ERAP1, Leu-AMC fluorescence, 60 min. inhibition, % at 10.7 µM. AID 652197;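 active = mean replicate inhibition of at least 30%, or all replicates individually reaching that 30% level; inactive = mean below 30% and not every replicate reaching it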;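 note: 0% = neutral control wells and 100% = L-leucinethiol positive control wells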
Target sequence (Q9NZ08 whole entry, looked up): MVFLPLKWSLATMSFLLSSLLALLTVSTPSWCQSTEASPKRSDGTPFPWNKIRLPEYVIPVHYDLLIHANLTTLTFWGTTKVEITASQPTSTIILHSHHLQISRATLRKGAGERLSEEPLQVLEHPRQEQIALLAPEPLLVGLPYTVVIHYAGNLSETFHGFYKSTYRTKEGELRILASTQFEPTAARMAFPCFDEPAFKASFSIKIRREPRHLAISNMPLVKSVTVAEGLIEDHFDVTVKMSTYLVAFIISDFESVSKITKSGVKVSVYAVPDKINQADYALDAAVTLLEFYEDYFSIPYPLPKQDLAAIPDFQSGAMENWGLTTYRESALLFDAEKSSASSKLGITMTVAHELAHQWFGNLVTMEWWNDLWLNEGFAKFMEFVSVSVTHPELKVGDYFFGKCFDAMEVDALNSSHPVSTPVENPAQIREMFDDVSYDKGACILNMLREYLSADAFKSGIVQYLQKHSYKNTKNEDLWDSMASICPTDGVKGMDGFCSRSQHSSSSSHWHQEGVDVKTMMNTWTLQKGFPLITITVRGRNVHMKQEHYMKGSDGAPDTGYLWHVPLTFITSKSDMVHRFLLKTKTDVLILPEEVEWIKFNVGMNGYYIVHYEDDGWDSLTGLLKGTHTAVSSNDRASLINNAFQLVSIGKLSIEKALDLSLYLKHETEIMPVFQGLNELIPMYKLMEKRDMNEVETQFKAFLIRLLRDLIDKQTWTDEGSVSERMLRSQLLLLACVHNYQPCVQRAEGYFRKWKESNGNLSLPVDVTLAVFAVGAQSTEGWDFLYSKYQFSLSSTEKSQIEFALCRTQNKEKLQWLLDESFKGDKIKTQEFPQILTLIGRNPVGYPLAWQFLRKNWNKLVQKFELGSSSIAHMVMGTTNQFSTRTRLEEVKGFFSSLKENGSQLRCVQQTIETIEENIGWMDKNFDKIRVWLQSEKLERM
esBAF inh – blocks esBAF chromatin remodeling in mouse ES cells. Bmi1-luciferase knock-in reporter, 24 h; 100% = twice the neutral-well signal. reporter increase, % at 12.5 µM. 350,000 tested, 2% active. AID 602393; in the data active = activation above about 40%; inconclusive = no clear call, values can overlap the other calls;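 note: 0% = median of the plate's neutral control wells and 100% = double that signal; a rise in the Bmi1 reporter signal indicates esBAF inhibition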
Starred values were filed as active, the others as inactive; ? = inconclusive; . = not tested or not shown.

SMILES	ARNT-TACC3 inh	F508del corr	RAD54 inh	RAD52 anneal inh	Xi reactivation	GSIS activator	ERAP1 inh	esBAF inh
C=CCn1c(NCc2ccccc2O)nc2ccccc21	-1	2.6	2	-1	-0.1	7	-1	31
C/C(=N\Nc1ccc([N+](=O)[O-])cc1[N+](=O)[O-])c1ccc(-n2nncc2C(C)(C)C)cc1	5	.	-4	9	0.0	5	-2	.
N#Cc1ccccc1OCC(=O)OCC(=O)c1ccc[nH]1	-1	-0.8	0	-19	0.0	6	1	2
Cc1ccc(-c2ccc3c(c2)O[C@H](CN(C)C(=O)CN(C)C)[C@@H](C)CN([C@H](C)CO)S3(=O)=O)cc1	2	-2.7	2	14	-0.8	2	1	-3
CC(C)C#Cc1cnc2c(c1)C(=O)N([C@@H](C)CO)C[C@@H](C)[C@@H](CN(C)Cc1ccccn1)O2	1	1.8	-8	-3	0.1	12	-2	-1
O=C(Nc1nccs1)c1ccc(S(=O)(=O)NCc2cccs2)cc1	12	3.4	4	-14	.	-20	-1	33
O=C(C[C@H]1CC[C@@H]2[C@H](COC[C@H](O)CN2S(=O)(=O)c2ccccc2)O1)NCc1ccc(-c2ccccc2)cc1	19	-3.1	-6	56*	0.2	-7	-1	16
CCOc1ccc(-n2cc(-c3ccc(OC)c(OC)c3)[nH]c2=S)cc1	7	-1.3	.	-14	-0.2	-30	.	29
N#Cc1nc(-c2cccc(Cl)c2)oc1N1CCC(C(N)=O)CC1	-6	0.1	-3	-6	0.3	0	0	2
C=CCNC(=O)Cn1nnc(-c2ccc(-c3ccc(OC)cc3)cc2)n1	-5	-2.0	-2	-14	0.0	4	-1	40
CC(=O)N1[C@H](CO)[C@H](c2ccc(-c3ccc(F)cc3)cc2)[C@H]1CNC(=O)C1CC1	-6	-0.2	1	.	-0.1	-3	.	-2
COC(=O)C1CCN(c2ccc([N+](=O)[O-])cc2)CC1	-2	1.5	.	-2	0.0	-1	0	.
CCNC(=O)C[C@@H]1CC[C@@H]2[C@@H](COc3ccc(NC(=O)NC(C)C)cc3C(=O)N2C)O1	.	1.1	.	.	0.3	0	.	4
Cc1ccc(CNC(=O)C2CCN(C(=O)Nc3ccccc3)CC2)cc1	-9	-0.1	4	0	0.0	-12	0	3
CC(OC(=O)c1cccc(S(=O)(=O)N2CCOCC2)c1)C(=O)NC1CCCCC1C (stereo unspecified)	-2	-7.5	10	-11	-0.3	-2	5	0
Cc1cc2ccccn2c1C(=O)c1nc(NCc2ccco2)ncc1Cl	.	0.7	7	-11	0.0	-13	0	1
CN[C@H]1C[C@H]2c3[nH]c4c(-c5ccc6c(c5)OCO6)cccc4c3CCN2C(=O)[C@H]1[C@H](C)O	.	0.2	.	34	0.4	-24	1	.
COc1ccccc1Nc1cc(C(=O)NC2CCCC2)c2ccccc2n1	-3	2.7	-6	-10	0.0	-12	0	1
CO[C@@H]1CN(C)C(=O)c2cc(NC(=O)C3CCOCC3)ccc2OC[C@@H](C)N(S(=O)(=O)c2ccc(Cl)cc2)C[C@H]1C	2	2.7	-5	0	.	.	-1	-16
Cc1oc2c(Cl)c(Cl)c(O)c(CN(C)C)c2c1C(=O)c1ccc(Cl)cc1	11	-7.1	-6	-14	0.0	-24	-2	-13
O=C(CC(=O)NCCc1ccccc1)NCCc1ccccc1	-4	-1.6	0	-7	0.2	-4	-2	-2
CNC[C@@H]1Oc2c(NC(=O)C3CCCCC3)cccc2C(=O)N([C@H](C)CO)C[C@@H]1C	2	2.8	-7	-16	-0.1	2	1	-7
C/C=C/c1ccc2c(c1)O[C@H](CN(C)C)[C@H](C)CN([C@H](C)CO)S2(=O)=O	0	0.4	-18	10	-0.8	15	0	2
Cc1noc(C)c1NC(=O)N(C)C[C@@H]1OCCCC[C@@H](C)Oc2ccc(N(C)C)cc2C(=O)N([C@@H](C)CO)C[C@@H]1C	0	-0.6	-12	-31	0.1	10	2	3
COCC(=O)Nc1ccc2c(c1)[C@H]1C[C@H](CC(=O)NCc3ccccc3)O[C@H](CO)[C@H]1O2	-5	-0.4	0	-12	0.2	0	1	2
CN(C)CC#Cc1cccc(-c2nc(C(=O)N3CCN(C)CC3)cc3c2[C@H](CCO)N(S(=O)C(C)(C)C)C3)c1 (stereo partly specified)	3	.	-1	-20	.	.	-12	-2
C=CC1C(OC2OC(CO)C(O)C(O)C2O)OC=C(C(=O)OC)C1CC1CC(=O)CC(CC(=O)CCc2ccc(O)cc2)O1 (stereo unspecified)	1	-2.5	1	-11	.	-4	1	-8
CC(=O)NCC1CCN(C(=O)C2CCC(=O)N(CCc3cccc(F)c3)C2)CC1 (stereo unspecified)	1	-0.4	5	-8	0.3	9	-1	-4
CC(C)C[C@H](NC(=O)c1nc[nH]c1C(=O)NC1CCN(C(=O)OC(C)(C)C)CC1)C(=O)OC(C)(C)C	10	0.4	2	-9	0.0	346*	-3	8
COc1ccc2c3c(n(C)c2c1)[C@H](CO)N(Cc1ccccc1F)CC31CCN(CC2CC2)CC1	.	2.1	.	20	?	-5	-6	.
CCc1ccc(OC(C)C(=O)N(Cc2ccco2)C2CCS(=O)(=O)C2)cc1 (stereo unspecified)	-10	-2.3	1	-9	0.3	27	3	-1
COc1ccc2c3c(n(C)c2c1)[C@@H](CO)NCC31CCN(C(=O)c2ccc(F)cc2)CC1	.	-1.3	.	6	0.1	4	1	.
COc1cccc(OC)c1C(=O)n1nc(C)cc1C	0	.	-13	.	.	5	.	-5
COCC(=O)N1[C@H](C#N)[C@H](c2ccc(C#Cc3ccccc3F)cc2)[C@@H]1CO	-7	2.0	-6	-69	0.1	-14	-1	4
COc1ccc(CCC(=O)Nc2ccc(N3CCOCC3)c(S(=O)(=O)Nc3ccc(OC)cc3)c2)cc1	1	-2.7	-1	-15	-0.1	-26	2	14
COc1cccc(CNC(=O)CCc2nnc3ccc(NCCCN4CCCC4=O)nn23)c1	9	1.3	-16	1	0.0	2	-6	1
COc1cccc(-c2ccc([C@H]3[C@@H](CO)N4C(=O)CN(C(=O)c5cccnc5)C[C@@H]34)cc2)c1	.	1.3	.	-4	0.1	15	2	.
CO[C@H]1CC[C@H]2CCOc3ccc(C#N)cc3C(=O)N(C)C[C@@H](c3ccccc3)CC(=O)N(C)C[C@@H]1O2	-4	.	-1	-5	0.1	9	-2	2
COc1ccc(NC(=O)Nc2cccc(C)n2)c(OC)c1	10	2.2	-3	-10	-0.1	-1	3	38
CN(C)Cc1c(O)ccc2occ(C(=O)c3ccc(F)cc3)c12	4	2.1	5	-4	0.3	32	-4	-6

Some of these compounds in order of the ERAP1 inh value, smallest number first.
mol	ARNT-TACC3 inh	F508del corr	RAD52 anneal inh	GSIS activator	ERAP1 inh	esBAF inh
CO[C@H]1CC[C@H]2CCOc3ccc(C#N)cc3C(=O)N(C)C[C@@H](c3ccccc3)CC(=O)N(C)C[C@@H]1O2	-4	.	-5	9	-2	2
CC(=O)NCC1CCN(C(=O)C2CCC(=O)N(CCc3cccc(F)c3)C2)CC1 (stereo unspecified)	1	-0.4	-8	9	-1	-4
COc1ccc2c3c(n(C)c2c1)[C@@H](CO)NCC31CCN(C(=O)c2ccc(F)cc2)CC1	.	-1.3	6	4	1	.
COc1ccc(CCC(=O)Nc2ccc(N3CCOCC3)c(S(=O)(=O)Nc3ccc(OC)cc3)c2)cc1	1	-2.7	-15	-26	2	14
COc1ccc(NC(=O)Nc2cccc(C)n2)c(OC)c1	10	2.2	-10	-1	3	38

(further entries)
SMILES	ARNT-TACC3 inh	F508del corr	RAD54 inh	RAD52 anneal inh	Xi reactivation	GSIS activator	ERAP1 inh	esBAF inh
Clc1ccccc1N=Nc1ccccn1	24	0.5	.	-488	-0.1	-16	1	.
CCOC(=O)N1CCN(C(=O)C(C)SCc2ccccc2)CC1 (stereo unspecified)	-6	1.3	-4	-8	.	0	0	-5
CN(C(=O)C=Cc1ccco1)c1ccccc1	-6	0.7	2	-7	0.4	-34	-3	19
COc1ccc(C#Cc2cnc3c(c2)C(=O)N([C@H](C)CO)C[C@H](C)[C@H](CN(C)C(=O)Nc2ccc(F)cc2)O3)cc1OC	-1	-5.0	0	6	-0.7	-19	-1	1
O=S(=O)(Nc1ccncc1)c1ccc(Cl)c(Cl)c1	5	-1.3	0	-4	0.3	9	0	0
CC(C)C#Cc1ccc([C@@H]2[C@H](CO)N3C(=O)CN(C(=O)NC4CCCC4)C[C@@H]23)cc1	.	2.2	.	13	0.0	-1	-1	.
CN1C(=O)c2cc(NC(=O)C3CCOCC3)ccc2OC[C@H]2O[C@@H](CC(=O)NC3CCCC3)CC[C@H]21	-2	5.0	-1	-7	0.1	3	1	1
CS(=O)(=O)Nc1ccc(C(=O)NC2CCCCC2)cc1	-4	3.7	8	-7	0.0	9	0	2
Cc1noc(C)c1NC(=O)N[C@H]1CC[C@@H](CC(=O)NCCCN(C)C)O[C@H]1CO	14	-1.1	1	5	0.3	1	-2	-6
COc1ccc(C(=O)COC(=O)c2cc(S(=O)(=O)NCc3ccccc3)ccc2O)cc1	-12	1.1	.	-124	0.3	-1	6	9
CC(C)(C)N(Cc1ccccc1)C(=O)CSc1nc2ccccc2c(=O)[nH]1	-8	-2.5	-2	-6	.	-42	-1	-2
CCOc1ccc(C(C(=O)NCC2CCCO2)N(C(=O)c2snc(C(N)=O)c2N)c2cccc(F)c2)cc1 (stereo unspecified)	-2	-0.5	-2	-4	0.4	3	5	8
C[C@H](CO)N1C[C@H](C)[C@H](CN(C)C(=O)CN2CCOCC2)Oc2cc(C#Cc3cccc(F)c3)ccc2S1(=O)=O	6	1.7	5	-8	-0.4	-4	1	-2
CC(C)NC(=O)Nc1cccc2c1O[C@H](CN(C)C(=O)Nc1ccccc1)[C@H](C)CN([C@@H](C)CO)C2=O	-1	0.6	4	-13	0.1	12	-2	3
Cc1cccc(NC(=O)C[C@H]2CC[C@H]3[C@@H](COc4ccc(NC(=O)C5CCC5)cc4C(=O)N3C)O2)c1	-8	0.5	6	-10	0.3	-6	0	-3
CCn1c(C)nnc1SCC(=O)Nc1nccs1	-2	-1.2	.	0	0.0	-5	-2	-9
CC1CN(C(=O)CS(=O)(=O)Cc2ccc(Cl)cc2)CC(C)O1 (stereo unspecified)	-3	0.9	4	-6	-0.1	-1	0	-8
C[C@@H](O)C#Cc1ccc2c(c1)O[C@@H](CN(C)C(=O)c1ccccc1)[C@@H](C)CN([C@@H](C)CO)S2(=O)=O	1	0.2	12	22	0.0	-1	-2	8

Looked up one by one from above (5):
SMILES	ARNT-TACC3 inh	F508del corr	RAD54 inh	RAD52 anneal inh	Xi reactivation	GSIS activator	ERAP1 inh	esBAF inh
CC(C)NC(=O)Nc1cccc2c1O[C@H](CN(C)C(=O)Nc1ccccc1)[C@H](C)CN([C@@H](C)CO)C2=O	-1	0.6	4	-13	0.1	12	-2	3
CS(=O)(=O)Nc1ccc(C(=O)NC2CCCCC2)cc1	-4	3.7	8	-7	0.0	9	0	2
CN(C(=O)C=Cc1ccco1)c1ccccc1	-6	0.7	2	-7	0.4	-34	-3	19
CC(C)C#Cc1ccc([C@@H]2[C@H](CO)N3C(=O)CN(C(=O)NC4CCCC4)C[C@@H]23)cc1	.	2.2	.	13	0.0	-1	-1	.
O=S(=O)(Nc1ccncc1)c1ccc(Cl)c(Cl)c1	5	-1.3	0	-4	0.3	9	0	0
